Bioassay records as filed in PubChem.
BLM inh: blocks DNA unwinding by human BLM helicase; P54132; recombinant BLM DNA unwinding, fluorescence dequenching; Potency, µM (titrated, usually from 56.1 µM), inactives show at the highest dose activity change, negative = inhibition, hits mostly inhibitors; 0.2% of 350,000 active;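 further: plate controls were vehicle for no effect and no enzyme for full effect; nearly all actives have a fitted effect of over 35% in size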
Target sequence (P54132 whole entry, looked up): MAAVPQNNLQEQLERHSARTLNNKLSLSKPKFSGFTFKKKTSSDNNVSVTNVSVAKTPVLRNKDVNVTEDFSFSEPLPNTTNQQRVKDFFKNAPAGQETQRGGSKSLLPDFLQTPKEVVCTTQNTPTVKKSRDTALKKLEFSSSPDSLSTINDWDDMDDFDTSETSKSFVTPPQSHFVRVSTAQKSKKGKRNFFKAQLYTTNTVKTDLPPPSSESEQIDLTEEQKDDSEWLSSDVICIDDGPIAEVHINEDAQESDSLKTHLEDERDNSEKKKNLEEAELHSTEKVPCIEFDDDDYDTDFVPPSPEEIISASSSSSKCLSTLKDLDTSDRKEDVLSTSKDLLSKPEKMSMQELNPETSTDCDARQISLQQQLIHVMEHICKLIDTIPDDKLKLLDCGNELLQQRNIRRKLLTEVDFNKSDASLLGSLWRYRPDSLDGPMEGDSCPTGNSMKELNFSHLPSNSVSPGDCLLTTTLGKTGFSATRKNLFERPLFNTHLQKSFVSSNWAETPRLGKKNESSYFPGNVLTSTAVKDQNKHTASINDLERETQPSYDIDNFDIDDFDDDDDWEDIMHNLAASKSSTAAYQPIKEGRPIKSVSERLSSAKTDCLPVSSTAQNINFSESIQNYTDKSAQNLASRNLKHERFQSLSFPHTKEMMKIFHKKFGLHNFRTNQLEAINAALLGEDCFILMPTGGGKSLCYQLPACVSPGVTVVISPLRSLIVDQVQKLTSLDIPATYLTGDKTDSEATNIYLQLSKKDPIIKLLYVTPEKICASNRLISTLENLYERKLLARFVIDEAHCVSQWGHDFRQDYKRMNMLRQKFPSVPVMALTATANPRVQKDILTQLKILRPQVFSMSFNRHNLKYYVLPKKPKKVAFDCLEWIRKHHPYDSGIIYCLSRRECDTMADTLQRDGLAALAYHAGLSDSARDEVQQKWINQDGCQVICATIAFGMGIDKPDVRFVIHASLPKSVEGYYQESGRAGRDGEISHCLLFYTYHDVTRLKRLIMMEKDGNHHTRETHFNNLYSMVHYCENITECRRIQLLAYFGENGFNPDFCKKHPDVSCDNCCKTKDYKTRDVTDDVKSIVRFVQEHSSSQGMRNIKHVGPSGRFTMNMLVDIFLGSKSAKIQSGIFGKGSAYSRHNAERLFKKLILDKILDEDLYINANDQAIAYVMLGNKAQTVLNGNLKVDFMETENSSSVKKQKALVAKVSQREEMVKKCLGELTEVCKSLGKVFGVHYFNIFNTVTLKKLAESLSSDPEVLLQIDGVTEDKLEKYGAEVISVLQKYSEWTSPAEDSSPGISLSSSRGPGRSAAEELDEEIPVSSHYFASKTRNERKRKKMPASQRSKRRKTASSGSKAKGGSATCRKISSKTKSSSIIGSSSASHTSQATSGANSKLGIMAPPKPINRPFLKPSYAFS
PGK inhibitor: blocks T. brucei phosphoglycerate kinase | Potency, µM (top dose mostly 57.5 µM), for the others: at the top dose activity change, negative = inhibition, actives largely listed as inhibitors | 0.043% of 380,000 active | AID 602233 | PGK/GAPDH coupled, Kinase-Glo luminescence, 60 min; further: on the % scale 0 is the no-effect control and ±100 the full control effect; nearly all actives have a fitted effect of over 60% in size
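Luminescent ATP detection (Kinase-Glo Plus) follows a 60-minute room-temperature incubation, with wells lacking PGK as controls. Buffer: 100 mM TEA (pH 7.6), 5 mM MgCl2, 0.01% Tween-20. Coupling enzyme GAPDH (100 nM final) supplies unstable 1,3-BPG in-well.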
POLI inh: inhibitors of human DNA polymerase iota. 1% of 390,000 active. Q9UNA4. Potency, µM (doses to about 115 µM), inactives show at the highest dose activity, negative = inhibition, actives largely listed as inhibitors. Pol iota fluorescent replication assay, 10 min
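Fluorescent replication assay read twice, at 0 min and 10 min after adding 50 nM (final) substrate. Enzyme (10 nM) and compounds were first incubated 15 min at room temperature; enzyme-free buffer wells were negative controls.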
BAZ2B block: blocks human BAZ2B; Potency, µM (highest dose often 114 µM), without a hit: top-dose activity change, negative = inhibition, usual class: inhibitors; Q9UIF8; 4.4% of 360,000 active; AlphaScreen BAZ2B-H3K14Ac peptide displacement; further: on the % scale 0 is the no-effect control and ±100 the full control effect; nearly all actives have a fitted effect of over 60% in size
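In this displacement format the biotinylated H3(5-23) peptide acetylated at Lys14 serves as ligand at 50 nM, with BAZ2B at 50 nM in PBS pH 7.4 containing 0.01% Tween-20. Donor and acceptor beads are 10 ug/mL final.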
Pin1 inh: human Pin1 inhibition; Q13526; Pin1 FP peptide displacement, HiFluor488, 10 min; Potency, µM (top dose mostly 115 µM), without a hit: at the highest dose activity, negative = inhibition, hits mostly inhibitors; 0.009% of 390,000 active; AID 504891; active means well fitted inhibition curve with a large enough effect in the polarisation, with a control signal flat, not every such curve was filed as active; inconclusive means small, poorly fitted or top-dose-only effect, or effect the other way, or a change in a side signal; inactive means no such curve, though single readings can be large or run the other way; the % refers to the polarisation; further: on the % scale 0 is the no-effect control and ±100 the full control effect
G9a block: blocks human histone lysine methyltransferase G9a | Q96KQ7 | G9a H3K9 monomethylation, AlphaScreen, 2 h | Potency, µM (titrated, usually from 102 µM), for inactives: top-dose activity, negative = inhibition, most hits filed as inhibitors | 8.8% of 350,000 active; further: on the % scale 0 is the no-effect control and ±100 the full control effect; nearly all actives have a fitted effect of over 75% in size
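AlphaScreen read-out: biotin-H3K9 peptide (500 nM) methylation by 20 nM enzyme with 20 uM SAM, 2 h at room temperature after 15 min compound preincubation; anti-monomethyl H3K9 antibody plus donor/acceptor beads, 10 min dark.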
JMJD2A Tudor: blocks the human JMJD2A Tudor domain; 4.4% of 390,000 active; Potency, µM (top dose mostly 114 µM), for the others: top-dose activity change, negative = inhibition, hits mostly inhibitors; AlphaScreen JMJD2A-Tudor / H3K4me3 peptide binding; O75164; AID 504339; further: on the % scale 0 is the no-effect control and ±100 the full control effect; nearly all actives have a fitted effect of over 50% in size
GLS inh: blocks human kidney-isoform glutaminase activity | O94925 | GLS enzymatic activity, qHTS titration | Potency, µM (doses to about 45.5 µM), without a hit: top-dose activity change, negative = inhibition, hits mostly inhibitors | 0.21% of 410,000 active; further: on the % scale 0 is the no-effect control and ±100 the full control effect
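Human kidney-isoform GLS in 45 mM KH2PO4 pH 8.2, 0.02% Tween-20, with compound, started with 1mM L-Glutamine (added stock). Glutamate oxidase/HRP/Amplex red coupled fluorescence read at start and after 30 min at RT.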
HP1b binding inh: HP1-beta chromodomain-methylated histone interaction inhibition. P83916. AlphaScreen HP1-beta / biotin-H3K9me3 peptide binding. Potency, µM (doses to about 114 µM), for the others: at the highest dose activity change, negative = inhibition, hits mostly inhibitors. 0.56% of 390,000 active; further: nearly all actives have a fitted effect of over 70% in size; inactives centre near 23
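Compound inhibition of the preformed complex between 50 nM HP1-beta and 50 nM biotinylated H3K9me3 peptide was read by AlphaScreen. Buffer was PBS pH 7.4 with 0.01% Tween-20. Incubations ran 30 min at room temperature, with 10 ug/mL donor/acceptor beads.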
* hit, by the source's call; i = inactive; u = inconclusive; x = no result given; [ ] = dose if it differs, or a comment. Unless noted, the call rests on the fitted dose curve; in most records, active means well fitted curve in the direction sought with a large enough effect; inconclusive means small, poorly fitted or top-dose-only effect, or another doubt; inactive means no such curve, though single readings can be large; an effect the other way counts as inactive or inconclusive. Potency means the concentration at half of the fitted maximal effect. These rows are one share of the data; count on the stated rates, not on these rows.

Keys – A = BLM inh; B = PGK inhibitor; C = POLI inh; D = BAZ2B block; E = Pin1 inh; F = G9a block; G = JMJD2A Tudor; H = GLS inh; I = HP1b binding inh
Cn1c(CSCc2ccc(Cl)cc2)nnc1SCC(=O)Nc1nccs1
  A: -2%	B: 8%	C: 12%	D: -1%	E: 1%	F: -2%[59 µM]	G: -3%	H: -4%	I: 8%
CCN(CC)CC(C)(C)COC(=O)c1oc2ccccc2c1C
  A: -11%	B: i	C: -17%	D: 0%	E: -12%	F: x	G: 8%	H: 0%	I: 35%
c1ccc(OCCN2CCN(C(c3ccccc3)c3ccccc3)CC2)cc1
  A: -10%	B: 7%	C: 3%	D: -14%	E: u	F: x	G: -33%	H: 0%	I: 16%
CC(=O)Nc1sc2c(c1C(N)=O)CCC2
  A: 7%	B: -4%	C: 22%	D: 7%	E: u	F: 1%[59 µM]	G: -18%	H: 21%	I: 34%
CCOC(=O)CCCCC(=O)c1[nH]c(=O)[nH]c1C[n+]1ccc(C)cc1
  A: 7%	B: 5%	C: 17%	D: u	E: 2%	F: 45µM*	G: -15%	H: 12%	I: 23%
Cc1ccc(NS(=O)(=O)c2cc(NC(=O)c3cc4c(s3)CCCC4)ccc2C)c(C)c1
  A: -9%	B: -4%	C: 20%	D: -19%	E: 13%	F: -13%[59 µM]	G: -26%	H: 4%	I: -5%
CCOC(=O)CSc1nc2cc(OCC)ccc2cc1C#N
  A: -4%	B: 6%	C: 20%	D: 12%	E: 34%[activator]	F: -18%[12.7 µM]	G: 23%	H: x	I: 53%[activator]
CCc1nc2onc(C)c2c(=O)n1CC(=O)O
  A: -1%	B: -10%	C: 27%	D: 0%	E: -1%	F: 17%[59 µM]	G: -24%	H: -2%	I: 42%[activator]
O=C(NNC1=C(C(=O)C(F)(F)F)CCC1)c1cccc(Cl)c1
  A: -3%	B: 7%	C: 14%	D: -28%	E: -3%	F: u	G: -29%	H: 25%	I: 12%
O=c1[nH]n(CCO)c(=O)c2cccnc12
  A: -1%	B: -3%	C: 128%[activator]	D: u	E: -9%	F: u	G: 56µM*	H: 13%	I: -14%
Cc1ccn2cc(-c3cccc(NC(=O)C(C)C)c3)nc2c1
  A: 2%	B: -1%	C: 23%	D: -19%	E: 0%	F: -22%	G: u	H: 31%[activator]	I: 15%
O=C(Cc1c(F)cccc1Cl)Nc1ccc(S(=O)(=O)N2CCCC2)cc1
  A: -5%	B: 3%	C: -1%	D: -16%	E: 7%	F: -6%	G: -8%	H: -3%	I: 22%
Cn1c(=O)n(-c2ccc(F)c(Cl)c2)c(=O)c2sc3ccccc3c21
  A: -4%	B: 7%	C: 16%	D: u	E: 4%	F: -28%[59 µM]	G: -7%	H: 12%	I: 23%
CCN1CCC[C@H]1CNC(=O)c1cc(S(N)(=O)=O)ccc1OC
  A: -4%	B: x	C: 6%[58.9 µM]	D: -6%	E: x	F: -14%[59 µM]	G: x	H: 9%	I: x
CCOc1cc(/C=C2\C(=O)N(CCC#N)N=C2C)ccc1OCC(N)=O
  A: 1%	B: -9%	C: u	D: -7%	E: 9%	F: 71µM*	G: -7%	H: -9%	I: 59%[activator]
CCOc1ccc(C(=O)c2cn(Cc3ccccc3OC)c3cc4c(cc3c2=O)OCCO4)cc1
  A: -4%	B: 2%	C: 48%[activator]	D: u	E: 2%	F: -23%[59 µM]	G: -23%	H: 6%	I: 22%
CCCCn1c(=O)c2oc3ccccc3c2n(CC(=O)Nc2ccccc2OC)c1=O
  A: -4%	B: 0%	C: 13%	D: -26%	E: -2%	F: 7%[59 µM]	G: 6%	H: -9%	I: 40%[activator]
O=C(NCCc1ccc2c(c1)OCCO2)c1cc2ccccc2o1
  A: -3%	B: 2%	C: u	D: 0%	E: -3%	F: 0%[59 µM]	G: -14%	H: -2%	I: 26%
CCCCCCC[C@@H](C/C=C/CCC(=O)O)OC
  A: x	B: -1%	C: 33%[activator]	D: x	E: 0%	F: x	G: 1%	H: 2%	I: 43%[activator]
COc1ccc(NC(=O)CSCC(=O)N(C)Cc2c(F)cccc2Cl)cc1
  A: x	B: i	C: 29%	D: 3%	E: 0%	F: 21%[0.501 µM]	G: -17%	H: 9%	I: 18%
COCCn1c(=O)[nH]c2cc(C(=O)Nc3ccc(OC)c(Cl)c3)ccc2c1=O
  A: -1%	B: 6%	C: 73%[activator]	D: -9%	E: 0%	F: 6%	G: 5%	H: -4%	I: 40%[activator]
Cc1cccc(OCC(=O)Nc2cc(C)c(C)cc2O)c1
  A: -5%	B: 1%	C: 29%	D: 3%	E: -1%	F: 4%	G: -17%	H: -2%	I: 30%
O=[N+]([O-])c1ccc(C[n+]2ccccc2)cc1
  A: x	B: 2%	C: 18%	D: 33%[activator]	E: -12%	F: 16%[2.33 µM]	G: -12%	H: 3%	I: 41%[activator]
Cc1ccccc1-n1nc(C)c2cc(C(=O)NC3CC3)sc21
  A: -8%	B: -7%	C: 1%	D: -3%	E: -6%	F: 79µM*	G: -14%	H: -17%	I: 19%
CC1=C(C(=O)OC2CCCC2)C(c2ccc(Cl)cc2)CC(=O)N1 (stereo unspecified)
  A: -1%	B: 0%	C: 47%[activator]	D: -7%	E: -5%	F: 7%[59 µM]	G: 4%	H: 3%	I: 33%
O=C(NCC1COc2ccccc2O1)c1cccc(S(=O)(=O)N2CCCCC2)c1 (stereo unspecified)
  A: x	B: i	C: 24%	D: -14%	E: u	F: 9%[12.7 µM]	G: -7%	H: -6%	I: 47%[activator]
CC(C)CC(=O)NC(=S)Nc1ccc(NC(=O)c2ccco2)cc1
  A: -9%	B: -8%	C: 19%	D: -2%	E: -5%	F: u	G: -12%	H: -1%	I: 43%[activator]
C=CCOC(=O)CN1C(=O)c2ccccc2C1=O
  A: 6%	B: -5%	C: 31%[activator]	D: -28%	E: 0%	F: -32%	G: -11%	H: -18%	I: 27%
CCOc1ccccc1OCCN1CCC(Cc2ccccc2)CC1
  A: -5%	B: 10%	C: 123%[activator]	D: 56µM*	E: -4%	F: 16µM*	G: 45µM*	H: -6%	I: -13%
Cc1cc(C)n(CCc2nc3c4ccccc4nc(N4CCN(c5ccccc5F)CC4)n3n2)n1
  A: -1%	B: -10%	C: -5%	D: 0%	E: 4%	F: 1%[59 µM]	G: -7%	H: -2%	I: 22%
O=C(NCCCN1CCOCC1)c1cccc(S(=O)(=O)N2CCOCC2)c1
  A: x	B: -3%	C: 1%	D: -3%	E: -2%	F: -18%[12.7 µM]	G: -3%	H: 4%	I: 26%
O=C(Oc1ccc(/C=N/NC(=O)c2ccco2)cc1)c1ccccc1
  A: x	B: 5%	C: 5%	D: 12%	E: 1%	F: -5%[59 µM]	G: -4%	H: 2%	I: 35%
Cc1cccnc1NC(=O)CCc1nnc2ccc(N3CCC4(CC3)OCCO4)nn12
  A: 0%	B: -4%	C: 12%	D: -8%	E: -2%	F: 0%	G: -2%	H: -5%	I: 25%
CC1(C)Nc2cccc3cccc(c23)N1
  A: x	B: 5%	C: 61%[activator]	D: x	E: 1%	F: x	G: -31%	H: 51%[activator]	I: -14%
COCCCNC(=S)NNC(=S)Nc1ccc(OC)cc1
  A: 3%	B: -6%	C: -9%	D: -17%	E: -9%	F: x	G: 1.8µM*	H: 35%[activator]	I: u
NC(=O)c1nsc(C(=O)N(c2cccc(F)c2)C(C(=O)NCc2ccccc2)c2ccc(O)cc2)c1N (stereo unspecified)
  A: -7%	B: -2%	C: 62%[activator]	D: -14%	E: -1%	F: u	G: -22%	H: 11%	I: 2%
CCC(C(=O)NCCCN1CCCCCC1)n1nc(C)c2sc3ccccc3c2c1=O (stereo unspecified)
  A: -2%	B: -1%	C: 31%[activator]	D: -19%	E: -3%	F: 13%	G: -13%	H: 0%	I: 50%[activator]
Cc1cc(C)n(C(=O)CNC(=O)c2ccccc2Br)n1
  A: -2%	B: i	C: 23%	D: -16%	E: -9%	F: 24%	G: -9%	H: -8%	I: 26%
CS(=O)(=O)N1CCN(c2ccc(NC(=O)c3cc4ccccc4o3)cc2)CC1
  A: 0%	B: -6%	C: 7%	D: -6%	E: 4%	F: u	G: 6%	H: 5%	I: 27%
O=C(CC1CCCC1)OCn1nnc2ccccc2c1=O
  A: 0%	B: 5%	C: 10%	D: 67%[activator]	E: -10%	F: 7%[59 µM]	G: 17%	H: -6%	I: 103%[activator]
Cc1ccc2nc(NC(=S)NC(=O)c3ccco3)sc2c1
  A: -13%	B: -1%	C: u	D: -7%	E: 22%	F: 50µM*	G: -16%	H: 8%	I: -11%
Cc1cccc(OCCOC(=O)CN2C(=O)NC3(CCCC3)C2=O)c1
  A: x	B: 4%	C: 18%	D: 48%[activator]	E: -5%	F: -36%	G: 1%	H: 8%	I: 22%
Cc1ccc(Cn2nnc3c(=O)[nH]c(C4CCN(S(=O)(=O)Cc5ccccc5)CC4)nc32)cc1
  A: -8%	B: -10%	C: -9%	D: 1%	E: 7%	F: 19%	G: -20%	H: 16%	I: 26%
CN1C(=O)C(CC(=O)N2CCN(C(c3ccccc3)c3ccccc3)CC2)N(C)C1=O (stereo unspecified)
  A: -7%	B: i	C: 2%	D: u	E: -8%	F: -8%[12.7 µM]	G: -4%	H: -7%	I: 30%[activator]
COc1ccccc1C(=O)Nc1nnc(SCC(=O)NC2CCCC2)s1
  A: -3%	B: -2%	C: 17%	D: 12%	E: -11%	F: -2%	G: -7%	H: -2%	I: 21%

3 entries from above in another layout.
> Cc1cccc(OCCOC(=O)CN2C(=O)NC3(CCCC3)C2=O)c1
  BLM inh = x; PGK inhibitor = 4%; POLI inh = 18%; BAZ2B block = 48%[activator]; Pin1 inh = -5%; G9a block = -36%; JMJD2A Tudor = 1%; GLS inh = 8%; HP1b binding inh = 22%
> Cc1ccc(Cn2nnc3c(=O)[nH]c(C4CCN(S(=O)(=O)Cc5ccccc5)CC4)nc32)cc1
  BLM inh = -8%; PGK inhibitor = -10%; POLI inh = -9%; BAZ2B block = 1%; Pin1 inh = 7%; G9a block = 19%; JMJD2A Tudor = -20%; GLS inh = 16%; HP1b binding inh = 26%
> COc1ccccc1C(=O)Nc1nnc(SCC(=O)NC2CCCC2)s1
  BLM inh = -3%; PGK inhibitor = -2%; POLI inh = 17%; BAZ2B block = 12%; Pin1 inh = -11%; G9a block = -2%; JMJD2A Tudor = -7%; GLS inh = -2%; HP1b binding inh = 21%
